Screens (PubChem)
HCMV antiviral = blocks human cytomegalovirus replication; activity change, negative = inhibition, % at 57.5 µM; 410,000 compounds, 4.5% hits; AID 1259415; HFF cells, HCMV-luciferase reporter, 72 h; hits give low values; in the data active = activity change below about -60%; inconclusive = no clear call, values can overlap the other calls; inactive = above about -39%
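After 16 h attachment at 37C, HFF cells received test compound and HCMV-luciferase (1 PFU/cell); reporter luminescence read 72 h later, data normalized against buffer-only and known inhibitor Salinomycin.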
AmpC detergent = blocks E. coli AmpC beta-lactamase in detergent assay; AmpC hydrolysis of nitrocefin, absorbance 480 nm, 0.01% Triton; Potency, µM (top dose mostly 114 µM), without a hit: at the top dose activity change, negative = inhibition, most hits filed as inhibitors; P00811; 370,000 compounds, 0.041% hits; active = well fitted inhibition curve with a large enough effect; inconclusive = small, poorly fitted or top-dose-only effect;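 note: potency is the fitted concentration of half-maximal effect; 0% = no-compound wells and -100% = no-enzyme wells; nearly all actives have a fitted effect of over 25% in size; some results filed as inactive show a strong effect at the top dose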
Target sequence (P00811 whole entry, looked up): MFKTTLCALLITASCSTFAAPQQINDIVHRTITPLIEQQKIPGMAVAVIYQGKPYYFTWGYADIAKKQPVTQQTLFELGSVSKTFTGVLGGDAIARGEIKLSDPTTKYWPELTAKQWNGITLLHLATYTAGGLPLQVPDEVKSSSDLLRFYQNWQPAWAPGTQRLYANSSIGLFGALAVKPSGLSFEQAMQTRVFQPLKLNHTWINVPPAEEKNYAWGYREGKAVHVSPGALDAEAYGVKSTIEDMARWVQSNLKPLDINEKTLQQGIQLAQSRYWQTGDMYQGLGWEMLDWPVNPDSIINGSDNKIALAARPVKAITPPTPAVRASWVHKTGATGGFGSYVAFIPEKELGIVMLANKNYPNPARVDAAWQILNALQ
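20 mM phosphate pH 7.0 + 0.01% (detergent screen) or 0.0001% Triton X-100; 5.3 nM AmpC reagent; cpd preinc 15 min RT; nitrocefin (800 uM stock) to start; A480 q20 s × 4 min; Activity was normalised to no-enzyme and no-compound control wells.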
Active calls of the source: *; ? = inconclusive. Unless noted, % is set by controls: 0 for no effect and ±100 for the full control effect. These rows are one share of the data; rates above refer to the full screens.

| Compound | HCMV antiviral | AmpC detergent |
| --- | --- | --- |
| CCc1ccc(OCC(=O)Nc2ccc(-c3nc4ncccc4o3)cc2)cc1 | 58 | 13% |
| CCN1CCN(CCCNC(=O)Cn2c(-c3cccs3)cc3ccccc32)CC1 | ? | ? |
| Cc1ccc(Cl)cc1NC(=O)CSc1nc2ccccc2c2nc(-c3ccccc3)nn12 | 1 | -9% |
| Cc1ccc(CNC(=O)Cn2ncc3c([nH]c4ccc(C)cc43)c2=O)cc1 | 2 | 3% |
| CCOC(=O)c1c(C)oc2ncnc(N3CCN(c4ccccc4F)CC3)c12 | -15 | 5% |
| CSc1ccc(/C=C/c2nc3ccccc3c(=O)n2-c2cccc(Cl)c2C)cc1 | 26 | 5% |
| CCOc1ccc(NC(=O)Cn2c(=O)n(CCCC(=O)NCCc3ccc(Cl)cc3)c(=O)c3ccccc32)cc1 | -4 | 3% |
| CCOC(=O)C(C)Sc1nnc2ccc3ccccc3n12 (stereo not given) | -86* | 14% |
| O=C1c2oc3ccc(F)cc3c(=O)c2C(c2cccc([N+](=O)[O-])c2)N1CCCN1CCOCC1 (stereo not given) | 1 | 19% |
| CCOC(=O)c1c(NC(=O)c2cc(-c3ccc(OC)c(OC)c3)on2)sc(C)c1C | 6 | -1% |
| COc1ccc2c(c1)c1c(c(=O)n(-c3cccc(C)c3)c(=O)n1CC(=O)NCCC1=CCCCC1)n2C | 23 | 8% |
| Cc1cccc(N2CCN(C(=O)c3ccc4c(c3)N(Cc3cccc(Cl)c3)C(=O)c3ccccc3S4=O)CC2C)c1 (stereo not given) | -67* | 4% |
| Fc1cccc(-c2nnn3c2nc(NCc2ccc4c(c2)OCO4)c2ccccc23)c1 | 44 | 4% |
| O=C(Nc1ccc(F)cc1)c1ncn(-c2ccccc2)n1 | 103 | 14% |
| COc1ccc(-c2nc3scc(CCNS(=O)(=O)c4cccc(C(C)=O)c4)n3n2)cc1 | 51 | -2% |
| Cc1ccc(NC(=O)c2ccc3c(=O)n4nc(Nc5ccccc5C)sc4nc3c2)cc1C | 5 | 23% |
| O=C(NC1CC(=O)N(c2ccc(F)cc2)C1)c1ccc(S(=O)(=O)N2CCOCC2)cc1 (stereo not given) | ? | -1% |
| COc1ccc(CNC(=O)c2ccc3c(c2)nc2n3CCCCC2)cc1 | 61 | 27% |
| Cc1ccc(CNC(=O)CN(C)S(=O)(=O)c2ccc(Br)s2)cc1 | -6 | 16% |
| CCOc1cc(CNCCSc2nnnn2-c2ccccc2)ccc1OC | -15 | 12% |

New compounds follow
| Compound | HCMV antiviral | AmpC detergent |
| --- | --- | --- |
| CCOc1ccc2c(c1)c(=O)c(C(=O)c1ccc3c(c1)OCO3)cn2Cc1ccc(F)cc1 | 8 | -12% |
| COc1ccc(NC(=O)CSc2nc(-c3cccs3)cc(C(F)(F)F)n2)cc1OC | -69* | 2% |
| Cc1ccc(NC(=O)c2ccc(CN3CC(=O)N4CCCCC4C3=O)cc2)cc1 (stereo not given) | 23 | 18% |
| Cc1ccc(NS(=O)(=O)c2ccc3c(c2)[C@H]2C=CC[C@H]2[C@@H](c2ccc(F)cc2)N3)cc1C | 2 | 5% |
| Cc1cccc(Cn2c(SCc3ccc(C(=O)N4CCC(C)CC4)cc3)nc3ccncc32)c1 | -63* | -5% |
| CCc1ccc(C2=C(C)C(N3CCC(C(=O)Nc4cccc(OC)c4)CC3)=NS2(=O)=O)cc1 | -10 | 1% |
| Cc1ccc(C)c(CNC(=O)C2CCCCN2S(=O)(=O)c2ccc(F)cc2)c1 (stereo not given) | -3 | 5% |
| CCOC(=O)c1ccccc1Nc1nc2ccc(C)cc2n2nnnc12 | 11 | 13% |
| CCOc1ccc(NC(=O)CSc2oc(-c3ccc(C)cc3)nc2S(=O)(=O)c2ccc(C)cc2)cc1 | 2 | 11% |
| COC(=O)c1ccc(NC(=O)CC2C(=O)N(c3cccc(C)c3)C(=O)N2C2CCCC2)cc1 (stereo not given) | 89 | 2% |
| COc1cc(S(=O)(=O)n2ccnc2C(C)C)ccc1Br | 3 | -2% |
| O=C(Nc1cccc(Cl)c1)Nc1ccccc1OCc1cc(=O)n2ccccc2n1 | -14 | -5% |
| Cc1ccc(C)c(NC(=O)Cn2c(SCC(=O)NCc3ccccc3)nc3ccccc32)c1 | 7 | -5% |
| CCC1Oc2ccccc2N(CC(=O)NCc2ccccc2)C1=O (stereo not given) | 2 | 8% |
| CCOc1ccc(-c2cc3c(=O)n(CC(=O)NCc4ccc(C)cc4)ccn3n2)cc1 | 21 | -1% |
| CCOC(=O)c1ccc(-c2ccc(/C=C(\C#N)C(=O)Nc3c(C)cccc3Cl)o2)cc1 | 92 | 10% |
| COc1ccccc1N1CCN(CCCNC(=O)c2nnc(Cc3ccc(F)cc3Cl)o2)CC1 | -18 | -1% |
| Cc1ccc2c(c1)c1c(c(=O)n(Cc3ccccc3)c(=O)n1Cc1ccccc1F)n2C | 31 | -8% |
| COc1ccc(-c2cc(C(F)(F)F)nc(SCC(=O)N3CCCCC3)n2)cc1OC | -13 | 20% |
| Cc1cccc(CSc2nc3ccncc3n2Cc2ccc(C(=O)O)cc2)c1 | 9 | 3% |

(next part)
| Compound | HCMV antiviral | AmpC detergent |
| --- | --- | --- |
| COc1ccc(Nc2ncc(C(=O)Nc3cccc(Cl)c3)c3ccccc23)cc1 | -13 | 8% |
| Cc1ccc(NC(=O)c2oc3ccc(S(=O)(=O)N4CCCCC4)cc3c2C)cc1C | 13 | 7% |
| CCOC(=O)N1CCC(NC(=O)c2cnn(-c3ccc(C)cc3)c2-n2cccc2)CC1 | -2 | 17% |
| CCOc1ccc(OCC)c(NC(=O)c2cnc(SC)nc2-c2ccccc2)c1 | -18 | 11% |
| Cc1ccccc1-c1ncnn1-c1sc2c(c1C#N)CCCCC2 | 1 | 9% |
| CC(C)OCCCNC(=O)c1ccc(CSc2nc3cccnc3n2Cc2ccccc2)cc1 | -98* | -4% |
| COc1ccc(-c2nc(Cn3c(SCc4cccc(F)c4)nc4cccnc43)c(C)o2)cc1 | -16 | 3% |
| COc1ccc2cc(CNc3ccc(OC)c(OC)c3)c(=O)n(CC(=O)Nc3ccc(C)cc3)c2c1 | -19 | 7% |
| COc1ccccc1Nc1c2c(nc3ccc(NC(=O)/C=C/c4cccc(OC)c4OC)cc13)CCCC2 | -99* | 13% |
| O=C(Cn1c(=O)nc(-c2ccccc2)c2cc(Cl)ccc21)N1CCN(c2ccccc2F)CC1 | -9 | 10% |
| COc1cccc(-n2c(=O)c3c(C)c(C(=O)N(C)C)sc3n(Cc3ccc(F)cc3Cl)c2=O)c1 | 50 | 11% |
| Cc1ccc(-c2sc(C(=O)Nc3ccc(Br)cc3)cc2CC(=O)O)cc1 | 10 | 21% |
| CCOC(=O)c1oc2c(c1C)-c1nn(Cc3ccccc3Cl)cc1CC2 | -10 | -1% |
| CCOC(=O)COc1ccc(/C=C(\C#N)c2nc3ccc(C)cc3[nH]2)cc1OC | -105* | -4% |
| CCCN(C(=O)c1cn(C)c(=O)c2cc(OC)c(OC)cc12)c1ccc(CC)cc1 | -7 | -6% |
| Cc1cc(Nc2ccccc2Cl)n2nc(-c3ccco3)nc2n1 | -72* | 1% |
| Cc1nc2ncnn2c(C)c1CCC(=O)NCc1ccc(Cl)cc1 | 16 | -1% |
| COc1cccc(CNC(=O)CN2C(=O)CCn3nc(-c4cn(C)c5ccccc45)cc32)c1OC | 8 | 12% |
| O=c1c(S(=O)(=O)c2ccccc2)cn(Cc2ccc(F)cc2)c2cc(N3CCCC3)c(F)cc12 | -4 | 6% |
| Cc1ccc(-n2nnnc2CNC(=O)c2ccccc2)cc1C | 28 | 19% |

The listing continues:
structure	HCMV antiviral	AmpC detergent
CC(=O)N1CCc2cc(CNC(=O)Nc3ccc(Br)c(C)c3)ccc21	-3	-6%
Fc1ccc(Nc2nc(-c3cccc(Cl)c3)c3c(n2)-c2ccccc2OC3)cc1	-14	14%
COc1cccc(CNC(=O)CCn2c(=O)c3cccn3c3ccc(F)cc32)c1OC	-29	1%
CC(C)c1ccc(NC(=O)CSC2=Nc3ccccc3C3=NC(CCC(=O)NC4CCCCC4)C(=O)N23)cc1 (stereo not given)	9	5%
CCOc1ccc(CNC(=O)c2sc3ncnc(N(C)C4CCCCC4)c3c2C)cc1	-18	11%
O=C(Nc1cccc(C(F)(F)F)c1)c1cc2nc(-c3ccc4c(c3)OCO4)cc(C(F)(F)F)n2n1	2	2%
Cc1ccc(N=C2NC(=O)CC(C(=O)Nc3cc(C(F)(F)F)ccc3Cl)S2)cc1 (stereo not given)	7	4%
COc1cccc2[nH]c(C(=O)NCc3ccc4c(c3)CCN4C(=O)c3ccc(F)cc3)cc12	-20	-1%
CCCCOC(=O)c1ccc(NS(=O)(=O)c2c(C)nc3scc(C)n3c2=O)cc1	-28	-14%
Cc1oc2c(c1C(=O)NCc1cccc(Br)c1)C1=NCCN1C=N2	-5	6%
Cc1ccc2c(c1)-c1nc(-c3ccc(Cl)cc3)cc(-c3coc4ccccc4c3=O)c1CO2	9	-4%
O=C(Nc1cc(F)ccc1F)c1ccc2c(c1)nnn2C1CCCC1	36	-10%
Cc1ccc(-c2onc(C)c2C)cc1S(=O)(=O)NCc1ccco1	-1	2%
Cc1cc(C)cc(NC(=O)CC(C)n2nc(C)cc2C)c1 (stereo not given)	-11	5%
COc1cccc(NC(=O)CCc2nnc3n(CC(C)C)c(=O)c4ccccc4n23)c1	-11	?
Cc1cc(C)c(NC(=O)CCCN2C(=O)COc3ccc(C)cc32)c(C)c1	-32	1%
COc1ccc(N2CC(NC(=O)/C=C\c3ccc4c(c3)OCO4)CC2=O)cc1OC (stereo not given)	5	1%
CCc1nc2nc(C)cc(Nc3ccc(F)c(Cl)c3)n2n1	-30	-1%
CCC(C)NC(=O)Cn1c(=O)n(CCCC(=O)NCc2ccc(C)cc2)c(=O)c2ccccc21 (stereo not given)	6	7%
Cc1ccccc1C(=O)Oc1c(Sc2ccccc2)c(C)nn1C(C)(C)C	6	12%

Grouped by structure: the entries above containing a CF3 group
structure	HCMV antiviral	AmpC detergent
COc1ccc(NC(=O)CSc2nc(-c3cccs3)cc(C(F)(F)F)n2)cc1OC	-69*	2%
COc1ccc(-c2cc(C(F)(F)F)nc(SCC(=O)N3CCCCC3)n2)cc1OC	-13	20%
O=C(Nc1cccc(C(F)(F)F)c1)c1cc2nc(-c3ccc4c(c3)OCO4)cc(C(F)(F)F)n2n1	2	2%
Cc1ccc(N=C2NC(=O)CC(C(=O)Nc3cc(C(F)(F)F)ccc3Cl)S2)cc1 (stereo not given)	7	4%

(next part)
structure	HCMV antiviral	AmpC detergent
NS(=O)(=O)c1ccc(NC(=O)C2Cc3ccccc3N2C(=O)c2ccccc2)cc1 (stereo not given)	26	10%
O=C(CSc1nc(=O)[nH]c2c1CCCC2)NCc1ccc(F)cc1	10	5%
COc1ccc2[nH]cc(CCN=C(NC(=O)c3cccc(Cl)c3)Nc3nc(C)cc(C)n3)c2c1	-18	-2%
CCCc1cc(=O)[nH]c(SCc2nc(-c3ccc(OCC)cc3)no2)n1	-10	14%
CCOC(=O)Cn1c(=O)oc2cc(S(=O)(=O)N3CCN(c4ccc(Cl)cc4)CC3)ccc21	-18	-6%
CCN(CC)c1ccc(NC(=O)CN2CCN(CC(=O)Nc3ccc(Cl)cc3)CC2)cc1	18	10%
Cc1cccc(C(=O)Nc2ccc(S(=O)(=O)N3CCC(c4nc5ccccc5s4)CC3)cc2)c1	-9	-2%
CCCCS(=O)(=O)c1oc(-c2cccs2)nc1S(=O)(=O)c1ccc(F)cc1	-98*	-2%
CCN1CCN(C(c2cccc(F)c2)c2c(O)cc(C)n(CCOC)c2=O)CC1 (stereo not given)	-9	-6%
COc1ccc(S(=O)(=O)c2cn(C)c3cc(N4CCCCCC4)c(F)cc3c2=O)cc1	2	12%
CCOc1ccc(C2C(C(=O)OC)=C(C)NC3=C2C(=O)c2ccccc23)cc1OC (stereo not given)	-16	2%
CC(=O)Nc1cccc(-c2nnc(SCC(=O)c3ccc([N+](=O)[O-])cc3)o2)c1	22	7%
Cc1ccc2c(c1)N(C(=O)Nc1cccc(C)c1C)CCO2	-4	2%
Cc1ccccc1C(=O)NCc1nc2cccnc2n1Cc1ccccc1	?	7%
COc1ccc(-n2nc(C(=O)N3CCN(c4ccc(F)cc4)CC3)c3c4ccccc4n(C)c3c2=O)cc1	20	-1%
COc1ccc(N2C(=O)CSC23C(=O)N(Cc2ccc(C)cc2)c2ccccc23)cc1Cl (stereo not given)	-23	22%
COc1ccc(CCNC(=O)CCc2c(C)c3cc4c(C)coc4c(C)c3oc2=O)cc1OC	-18	?
Cn1c(=O)c2c(nc(NCCc3ccccc3)n2Cc2cccc(Br)c2)n(C)c1=O	16	1%
Cc1ccc(CSC2=Nc3ccccc3C3=NC(CC(=O)NC4CCCCC4)C(=O)N23)cc1 (stereo not given)	-13	6%
Cc1ccc(-n2c(C)nc3c(cnn3-c3ccccc3C)c2=O)cc1F	10	0%

Going on with the list.
structure	HCMV antiviral	AmpC detergent
COc1ccc(S(=O)(=O)N2CCC(c3nc4ccccc4s3)CC2)cc1OC	-14	20%
O=C(c1cccs1)N1CCCc2cc(NS(=O)(=O)c3ccc(F)cc3F)ccc21	2	-6%
COc1ccc(Cn2ccc3nc(C)c(C(=O)Nc4cc(OC)c(OC)c(OC)c4)cc3c2=O)cc1	22	14%
Cc1ccc(C(=O)N2CCC(C)CC2)cc1NC(=O)c1nsc2ccccc12	4	17%
